# NOD2 RIPK2 PPI – inhibitors of human NOD2-RIPK2 interaction; AID 624267; CHO BLA complementation NOD2-RIPK2, CCF4 ratio; inhibition, % at 4.98 µM; actives 0.38% (n = 360,000); O43353; in the data active means inhibition above about 21%;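 further: 0% = vehicle only and 100% = reference blocker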
# MC4R antagonist – human MC4R antagonism in cAMP assay; P32245; MC4R-expressing cells, MTII-stimulated cAMP, LANCE TR-FRET; inhibition, % at 6.5 µM; actives 0.48% (n = 360,000);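 active means inhibition above its plate's cutoff, the mean of tested wells on that plate plus 3 SD, cut at about 29% in these data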;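 further: 0% = Melanotan II alone and 100% = Melanotan II plus saturating MCL0020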
#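 Material: U2OS-MC4R stable cell line | Reagent: Melanotan II challenge after compound preincubation | Doses: One concentration, 6.5 µM nominal | Incubation: 30-min compound preincubation, 1-h Melanotan II challenge, 1-h detection, room temperature | Signal: TR-FRET cAMP assay | Replicates: One well per compound, no replicates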
# SRC3 inh – inhibitors of human steroid receptor coactivator 3 (SRC3). inhibition, % at 3.6 µM. actives 0.17% (n = 360,000). AID 588352. Q9Y6Q9. HEK293 GAL4-SRC3 luciferase reporter, luminescence;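 active means inhibition above a per-campaign cutoff, the mean of all compounds plus 3 SD, cut at about 60% in these data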;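 further: 0% = DMSO-treated cells and 100% = gossypol-treated cells at 36 µM; higher means less SRC3-driven luciferase light from the GAL4 reporter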
# TLR9-MyD88 inh – TLR9-MyD88 interaction inhibition; CHO BLA complementation TLR9-MyD88, CCF4 FRET ratio; inhibition, % at 4.98 µM; actives 0.21% (n = 340,000); AID 504734;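 active means inhibition above the mean over all tested compounds plus 3 SD, cut at about 21% in these data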;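 further: 0% = DMSO only wells and 100% = clavulanate BLA inhibitor control wells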
# EBV LMP1 NFkB – reduces LMP1-driven NF-kappaB luciferase signal. LMP1-induced NF-kappaB luciferase reporter cells, luminescence. AID 504558. inhibition, % at 12.5 µM. actives 0.69% (n = 350,000); in the data active means inhibition above about 41%;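 further: 0% = neutral control wells and 100% = reference inhibitor control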
# NCOA1 inh – human NCOA1 inhibition. HEK293 GAL4-SRC1 luciferase reporter, luminescence. inhibition, % at 3.6 µM. actives 0.12% (n = 360,000);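 active means inhibition above the campaign mean plus 3 SD, with each screening campaign given its own cutoff, cut at about 60% in these data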;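 further: 0% = DMSO treated cells and 100% = gossypol at 36 µM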
# LRH-1 inv ag – NR5A2 inverse agonism in reporter assay; AID 602396; inhibition, % at 3.6 µM; actives 0.13% (n = 360,000); HEK293T StAR-luciferase reporter, LRH-1 transfected, 24 h; O00482;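 active means inhibition above the mean inhibition of all tested compounds plus 3 SD, cut at about 73% in these data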;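 further: 0% = DMSO wells and 100% = reporter-only cells lacking LRH-1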
# Target sequence (O00482 whole entry, looked up): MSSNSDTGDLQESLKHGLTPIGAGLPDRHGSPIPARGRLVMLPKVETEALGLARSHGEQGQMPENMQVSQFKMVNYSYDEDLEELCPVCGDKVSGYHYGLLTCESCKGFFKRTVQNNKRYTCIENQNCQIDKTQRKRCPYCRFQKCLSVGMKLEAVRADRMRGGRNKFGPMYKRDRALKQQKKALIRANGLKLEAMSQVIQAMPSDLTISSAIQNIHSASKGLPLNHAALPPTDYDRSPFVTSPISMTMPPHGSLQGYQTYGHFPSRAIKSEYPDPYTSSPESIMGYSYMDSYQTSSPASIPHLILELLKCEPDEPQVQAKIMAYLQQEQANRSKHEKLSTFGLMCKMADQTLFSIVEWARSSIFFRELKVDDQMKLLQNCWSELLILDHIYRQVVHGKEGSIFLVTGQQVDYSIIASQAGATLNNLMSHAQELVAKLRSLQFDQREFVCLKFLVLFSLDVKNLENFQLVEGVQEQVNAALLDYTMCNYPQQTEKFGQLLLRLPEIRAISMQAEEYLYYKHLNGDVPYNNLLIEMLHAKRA
# MC4R barr agon – activates human MC4R beta-arrestin recruitment. U2OS MC4R beta-arrestin complementation, luminescence; percent of melanotan II response, DMSO zero. P32245. activation, % at 8.9 µM. actives 0.98% (n = 360,000);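 active means activation above a per-plate cutoff, the mean activation of sample wells on that plate plus 3 SD, cut at about 8% in these data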
# NR2F2 inh – NR2F2 (human) inhibition, primary screen; P24468; HEK293T NGFI-A luciferase reporter, luminescence; inhibition, % at 8.6 µM; actives 0.7% (n = 370,000); AID 686940;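 active means inhibition above a per-plate cutoff, mean inhibition of test wells between control levels plus 3 SD, cut at about 38% in these data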;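 further: cells cotransfected with COUP-TFII expression vector driving the NGFI-A reporter; 0% = median of COUP-TF2 test wells and 100% = reporter-only cells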
# Target sequence (P24468 whole entry, looked up): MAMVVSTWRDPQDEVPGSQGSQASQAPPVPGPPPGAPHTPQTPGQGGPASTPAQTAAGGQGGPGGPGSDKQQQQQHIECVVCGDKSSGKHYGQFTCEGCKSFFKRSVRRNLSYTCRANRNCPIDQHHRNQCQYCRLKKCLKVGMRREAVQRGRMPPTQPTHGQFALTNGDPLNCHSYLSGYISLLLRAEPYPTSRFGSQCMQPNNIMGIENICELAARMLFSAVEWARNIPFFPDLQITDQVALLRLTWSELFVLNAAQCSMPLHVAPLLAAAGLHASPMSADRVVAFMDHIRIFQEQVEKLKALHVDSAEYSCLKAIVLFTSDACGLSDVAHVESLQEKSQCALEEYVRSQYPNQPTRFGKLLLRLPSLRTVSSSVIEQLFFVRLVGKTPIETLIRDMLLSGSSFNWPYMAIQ
# SRC2 inh – inhibits human steroid receptor coactivator 2. actives 0.17% (n = 370,000). HEK293 GAL4-SRC2 luciferase reporter, luminescence. inhibition, % at 9 µM;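 active means inhibition above the mean inhibition of all tested compounds plus 3 SD, set per campaign, cut at about 52% in these data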;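 further: 0% = DMSO treated cells and 100% = cells given Gossypol at 36 µM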
# ABHD5-PLIN5 inh – ABHD5-PLIN5 protein interaction inhibition. Q00G26+Q8WTS1. Split G. princeps luciferase complementation, luminescence, 4 h. inhibition, % at 4 µM. actives 0.78% (n = 360,000). AID 602281;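 active means inhibition above the mean inhibition across every tested compound plus 3 SD, cut at about 22% in these data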;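 further: 0% = DMSO only wells and the 100% control is not disclosed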
# * marks the source's active call; other numbers are inactive results; / = no result given.
mol	NOD2 RIPK2 PPI	MC4R antagonist	SRC3 inh	TLR9-MyD88 inh	EBV LMP1 NFkB	NCOA1 inh	LRH-1 inv ag	MC4R barr agon	NR2F2 inh	SRC2 inh	ABHD5-PLIN5 inh
CCc1ccc(NC(=O)CSc2nc(=O)n3cc(C)ccc3n2)cc1	0.2	0.5	-18.1	3.1	7.3	-7.4	9.5	-3.0	-10.7	-14.2	-0.7
O=C(C1=COCCO1)N(Cc1nnc(-c2ccccc2Cl)o1)C1CC1	-9.7	-0.7	19.9	1.3	-10.8	-5.6	-1.6	-2.2	6.0	19.8	4.7
CCCC(=O)Nc1nc2ccc(NC(=O)c3ccc(Br)o3)cc2s1	-0.5	0.0	5.3	-7.8	-0.8	-16.0	3.1	1.5	2.8	-11.8	10.3
O=C1OC(c2ccc(F)cc2)=N/C1=C\c1ccc(Br)o1	1.4	-2.7	10.4	-1.1	-1.8	-7.1	2.4	-0.7	13.0	-7.0	-1.4
CCCCn1c(CCC(=O)O)nc2c1c(=O)[nH]c(=O)n2CCC	-2.1	-3.9	13.5	1.0	-5.4	-5.2	-8.8	-0.9	-13.7	-6.2	1.9
O=[N+]([O-])c1ccccc1/C=C\C=N\N1CCN(c2ccccc2)CC1	0.7	-3.5	-11.3	-0.1	0.7	-7.3	-18.6	-2.6	-17.1	-45.1	-11.5
Cc1cc(C=NCCO)c(C)n1-c1cc(Cl)ccc1Cl	-12.5	-4.7	1.1	-2.8	0.8	-6.8	16.0	-0.7	3.3	21.3	-3.7
Cn1c(SCc2ccc(F)cc2Cl)nc2ccccc2c1=O	-5.0	-2.2	-4.6	8.3	24.1	8.4	15.8	4.4	-6.3	-9.9	-3.4
CCC1Oc2ccccc2N(CC(=O)NCCCN2CCCCC2CC)C1=O (stereo not given)	5.5	2.3	2.4	-3.3	-6.2	3.6	5.4	-0.8	12.3	3.4	2.8
O=C(COC(=O)c1ccc(OC(F)F)cc1)NCCNC(=O)COC(=O)c1ccc(OC(F)F)cc1	-1.5	-4.8	-4.6	-3.6	-11.6	6.7	15.0	-2.9	-7.4	-7.5	-4.6
CCCCc1cc(=O)oc2cc(OCC(=O)NCCN3CCOCC3)c(Cl)cc12	-0.2	3.4	-6.8	6.5	-7.1	-37.9	12.3	-3.5	-26.4	1.6	-2.7
N#CC1CN(C(c2ccccc2)c2ccccc2)C1	4.1	1.9	-6.0	-9.0	10.0	8.3	-9.5	-3.5	-0.3	19.7	3.0
CCOc1ccccc1N1CC(C(=O)NNC(=O)c2ccc(F)cc2)CC1=O (stereo not given)	-11.6	1.1	0.5	-4.7	-5.7	-6.4	18.6	-1.2	-15.7	8.5	1.4
N#CCN=C(c1ccccc1)c1ccccc1	9.4	1.0	-11.4	7.8	-3.0	-10.7	10.5	-1.2	-5.6	15.5	-2.4
CCCCN(C(=O)CSc1nn(-c2ccc(F)cc2)c(=S)s1)c1c(N)n(CCCC)c(=O)[nH]c1=O	-16.0	4.6	-6.8	-2.9	2.6	1.9	1.8	-0.7	18.5	8.0	-8.8
Cc1cccc(/C=N/NC(=O)NC2CCCCC2)c1	17.5	-4.2	-12.7	0.6	-1.3	-8.3	-33.5	4.2	-10.2	-4.8	-9.6
Cc1cnc([N+](=O)[O-])n1CCOC(=O)NC(=O)c1ccc(C(F)(F)F)cc1	-2.0	7.2	18.0	-2.9	-1.7	5.8	21.1	-1.6	-18.9	-19.5	-6.6
C/C=C(/C)C(=O)Nc1cccc(C2=NOC3(C2)C[C@H](C(N)=O)N(C(=O)COc2ccc(Cl)cc2)C3)c1 (stereo not given in full)	-1.6	6.0	-11.2	-6.8	5.8	-9.6	27.5	-1.4	-10.0	-0.4	9.5
Cc1ccc(-c2nnn(CC(=O)N(Cc3ccco3)C(C(=O)NC3CCCC3)c3cccs3)n2)o1 (stereo not given)	-2.3	1.3	-4.5	-8.6	-0.7	-12.1	10.0	-1.4	6.4	-2.0	10.3
CC1CCCC(NC(=O)CSc2nnc(N)s2)C1C (stereo not given)	-8.8	4.6	14.0	4.7	5.3	-30.5	-10.1	0.8	13.1	-15.2	-0.3
CCn1nc(CCC(=O)O)c2ccccc2c1=O	0.1	0.3	-7.5	5.0	3.7	-21.1	9.5	-2.2	-3.8	5.5	7.5
COc1ccccc1CNC(=O)COC(=O)Cc1c(F)cccc1Cl	-2.7	7.7	20.9	0.7	9.7	-1.4	-4.2	1.4	-14.6	4.0	-1.5
Cc1cc(C(=O)COC(=O)/C=C/c2cccc(Br)c2)c(C)n1C	0.6	-2.8	-1.0	11.8	13.3	-12.7	-15.3	1.1	-4.3	20.0	1.1
COc1ccc(C2SCCN2C(=S)Nc2cccc(C(F)(F)F)c2)cc1 (stereo not given)	-1.3	7.5	17.6	-5.2	-4.4	-20.4	-2.5	0.0	-9.3	18.7	-1.4
COc1cc(OC)cc(C(=O)Nc2ccccc2NC(C)=O)c1	-9.4	1.6	4.8	-1.6	-1.2	-11.8	15.2	-1.6	-0.7	0.2	-3.4

# Reprinted from the part before: 2 compounds, then new ones.
mol	NOD2 RIPK2 PPI	MC4R antagonist	SRC3 inh	TLR9-MyD88 inh	EBV LMP1 NFkB	NCOA1 inh	LRH-1 inv ag	MC4R barr agon	NR2F2 inh	SRC2 inh	ABHD5-PLIN5 inh
COc1ccc(C2SCCN2C(=S)Nc2cccc(C(F)(F)F)c2)cc1 (stereo not given)	-1.3	7.5	17.6	-5.2	-4.4	-20.4	-2.5	0.0	-9.3	18.7	-1.4
COc1cc(OC)cc(C(=O)Nc2ccccc2NC(C)=O)c1	-9.4	1.6	4.8	-1.6	-1.2	-11.8	15.2	-1.6	-0.7	0.2	-3.4
COC(=O)c1cccc(NC(=O)c2nn(C)c(=O)c3ccccc23)c1	9.7	1.8	-4.5	-3.6	10.3	-6.1	16.7	-1.3	-24.4	-47.2	-3.6
CCOc1ccccc1CNC(=O)CCNC(=O)Cn1ccc2ccccc2c1=O	0.2	2.1	18.9	-1.0	4.8	2.7	-1.2	2.3	-3.7	11.1	4.4
O=[n+]1c2c(n([O-])c3cc(Br)ccc31)CCC2	-10.9	1.4	-5.2	4.5	-6.0	-28.3	3.8	-2.9	0.9	9.5	2.3
COc1ccccc1NC(=O)CSc1nncn1-c1cccnc1	0.5	16.0	7.7	0.1	-14.0	9.0	-0.3	-0.5	-13.4	-8.4	-3.4
Cc1cc(C)cc(NC(=O)c2cccc3c2C(=O)N(C2CCCCC2)C3)c1	3.6	7.8	10.2	3.5	-3.0	-1.7	-15.7	-1.5	/	/	-9.6
CN(C(=O)c1ccc(F)cc1)c1ccccc1C(=O)NCc1ccccc1	-9.6	4.4	18.2	-2.8	0.3	-3.2	-24.8	2.0	-4.0	21.7	-3.5
COc1ccc(S[C@@H](CCN2CC[C@H](C)CCC2=O)c2ccccc2)cc1	12.3	14.2	9.0	-12.4	-4.4	-4.4	8.6	1.7	13.3	5.1	11.8
CCn1cc(S(=O)(=O)CC(=O)Nc2ccc3c(c2)OCCO3)c2ccccc21	0.9	3.2	-27.6	-2.8	9.3	0.0	7.8	-1.1	-11.7	-22.8	-4.8
COc1ccc(S(=O)(=O)Nc2cccc3c2O[C@H](CN(C)Cc2ccc(-c4ccccc4)cc2)[C@@H](C)CN([C@H](C)CO)C3=O)cc1	7.0	6.9	-4.6	3.7	11.3	-18.2	3.9	-1.2	-2.6	4.8	-2.0
COc1ccc(Cl)cc1N/C(N)=N/c1nc(C)cc(=O)[nH]1	3.7	-1.2	13.5	-1.2	1.3	-13.7	7.0	-1.4	-2.2	-5.7	3.6
COc1ccc(SCCN2CCN(C)CCC2=O)cc1	-9.5	4.0	7.1	-10.8	-15.2	-4.7	-5.3	-0.9	-4.5	5.7	5.5
CCC(=O)NC(c1ccc(OC)c(OC)c1)c1cc(Cl)c2cccnc2c1O (stereo not given)	-3.5	-4.2	7.1	-1.8	-7.5	10.8	-9.7	-0.3	29.0	-1.0	-8.9
C[n+]1cn(/N=C/c2ccccc2)c2ccccc21	4.7	4.0	8.1	-16.0	-2.8	3.6	7.6	1.7	6.7	4.3	-3.1
Cn1cc(C=O)c2cc(F)ccc21	4.2	-0.7	16.4	1.3	-19.2	5.6	6.8	-3.1	11.7	-10.1	2.2
CCC(C)N(C(=O)CSc1nc2ccc(OC)cc2[nH]1)C1CCS(=O)(=O)C1 (stereo not given)	-0.9	-5.7	-5.5	4.3	-2.9	-20.6	-3.0	-3.2	-3.2	19.5	-1.1
CC1(c2nc3ccccc3[nH]2)c2ccccc2C(=O)N1C1CC1 (stereo not given)	10.5	/	/	/	/	/	-21.0	/	-7.5	3.0	-4.5
COc1ccc(NC(=O)Cc2ccc(C)cc2)c([N+](=O)[O-])c1	-11.0	5.1	-1.4	0.8	-8.3	-16.8	-3.7	-1.7	-1.8	0.3	-2.0
Cc1cc(NC(=O)CC(C)C)c(=O)n(Cc2c(F)cccc2Cl)c1	5.9	0.6	8.8	3.9	-1.8	6.6	-10.8	-1.5	18.0	-37.0	0.2
O=C(CCC(=O)N1CCSc2ccccc21)NCCc1ccccc1	5.5	4.2	3.3	-2.7	-2.0	0.8	-13.1	-0.2	0.9	-6.1	2.3
CC(=O)Nc1ccn(-c2ccccc2)n1	-3.2	8.4	-3.0	4.3	-13.4	-6.4	-26.2	-0.9	-12.1	-42.5	-2.1
CCCC1=NN(c2ccc([N+](=O)[O-])cc2)C(=O)/C1=C\N(C)C	-3.3	3.6	-31.6	-1.8	-10.2	-35.6	-57.8	-0.6	-20.2	-8.9	4.2
CN1CCN(c2ccccc2/C=N/NC(=O)c2cccnc2)CC1	-6.2	6.7	-5.0	0.0	1.1	4.8	4.3	-2.0	23.5	7.9	8.8
N#Cc1ccc(Cn2c(=O)oc3ccccc32)cc1	-14.2	9.8	-9.2	13.4	13.5	3.7	8.2	-2.8	7.1	20.9	2.0
CCOc1ccc(NC(=O)CCn2ccnc2)cc1	-11.0	4.1	-2.5	-4.2	-4.9	-54.4	5.5	-2.1	10.5	-21.2	3.2
COc1c(F)c(F)c(C(=O)O)c(Nc2ccc(C)cc2C)c1F	1.1	13.6	2.2	8.1	-1.6	-16.1	-9.3	-0.8	-1.4	10.0	-0.3
Cc1cc(NC(=O)CSc2nnc3ccc(-c4ccc(F)cc4)nn23)no1	-3.6	-0.4	-12.2	-6.8	0.7	-7.3	-20.9	-1.7	-6.6	-2.5	1.5
CCCCn1c(=O)n(CC(=O)NCc2ccc(C)cc2)c(=O)c2c1nc(CO)n2CCC	-1.1	-5.5	12.3	-3.7	3.4	3.0	3.3	-2.4	7.4	9.9	4.5
CSCc1ccc(C(=O)NC(C)c2cnn(-c3ccccn3)c2C)o1 (stereo not given)	-3.8	-1.6	-37.6	0.7	-1.4	-17.2	-18.7	-3.0	7.0	-47.2	-4.2

# These rows are one share of the data; the hit share may differ from the screen's.
